From PubChem
KLK7 zymogen act: activators of human kallikrein-7 zymogen. purified proKLK7, EDANS-DABCYL substrate fluorescence; 100% is mature enzyme control, 0% vehicle. activation, % at 7 µM. actives 0.9% (n = 370,000). AID 652039;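 active = activation above the mean of all tested compounds plus 3 SD, computed per campaign excluding outliers beyond control limits, cut at about 13% in these data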
Target sequence (P49862 whole entry, looked up): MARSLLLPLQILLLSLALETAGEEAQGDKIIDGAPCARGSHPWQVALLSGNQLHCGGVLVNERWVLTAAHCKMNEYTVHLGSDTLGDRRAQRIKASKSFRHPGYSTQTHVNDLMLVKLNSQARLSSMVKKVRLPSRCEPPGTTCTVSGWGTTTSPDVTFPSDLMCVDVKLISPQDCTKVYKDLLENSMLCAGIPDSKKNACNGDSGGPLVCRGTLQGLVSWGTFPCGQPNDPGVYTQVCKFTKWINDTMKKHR
PLC-gamma1 inh: blocks human PLC-gamma1 enzyme activity; purified PLC-gamma1, fluorogenic substrate, fluorescence; inhibition, % at 12.2 µM; actives 0.84% (n = 370,000); AID 720700; in the data active = inhibition above about 9.5%
UHRF1 binding: human UHRF1 methylated DNA binding inhibitors. inhibition, % at 4.4 µM. actives 0.75% (n = 370,000). UHRF1 binding to methylated oligo, TR-FRET. Q96T88; in the data active = inhibition above about 21%;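 also: UHRF1 SRA domain binding a hemimethylated CpG hairpin DNA probe; 0% = median of test compound wells and 100% = reference inhibitor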
PLC-beta3 inh: PLC-beta3 (human) inhibition, primary screen. Q01970. Purified PLC-beta3, fluorogenic substrate, fluorescence. inhibition, % at 12.2 µM. actives 0.18% (n = 370,000). AID 720704; in the data active = inhibition above about 11%;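 also: 0% = median of compound wells on plate and 100% = full blocker control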
ASAP1 GAP inh: inhibitors of human ASAP1 ArfGAP activity; Q9ULH1; ASAP1-stimulated ARF1 GTP hydrolysis, GDP FP detection; inhibition, % at 16.5 µM; actives 0.19% (n = 360,000); AID 624377; in the data active = inhibition above about 25%;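 also: 0% = vehicle with enzyme and substrate and 100% = no enzyme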
ARFGAP1 inhibitor: inhibitors of rat ARFGAP1 | Q62848 | Arfgap1-stimulated ARF1 GTP hydrolysis, GDP FP detection | inhibition, % at 16.5 µM | actives 0.26% (n = 360,000) | AID 651572;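 active = inhibition above a per-plate limit, mean inhibition of low control wells plus 3 SD, cut at about 25% in these data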;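 also: 0% = DMSO wells with enzyme and 100% = wells lacking Arfgap1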
Target sequence (Q62848 1-136 limits assumed): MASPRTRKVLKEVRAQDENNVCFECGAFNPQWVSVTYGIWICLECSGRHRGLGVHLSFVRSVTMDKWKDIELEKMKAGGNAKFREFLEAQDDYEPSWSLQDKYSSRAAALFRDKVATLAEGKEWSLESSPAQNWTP
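Repeats: one replicate per compound; assay system: rat Arfgap1 catalytic domain, aa 1-136; times: enzyme reaction 120 min at 25 °C after 20 min preincubation; detection: FP of antibody-bound GDP Alexa 633 tracer, ex 620/em 688 nm; benchmarks: high control wells lacking Arfgap1, low control full reaction with DMSO; reagent: human ARF1(Δ1-17)-GTP substrate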
NR1D1 modulator: Rev-erb alpha (human) modulation | activity, % at 10 µM | Rev-erbα–FITC-DNA binding, fluorescence polarization, 90 min | actives 0.79% (n = 370,000) | P20393;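 active = activity above about 14%, limit read from the data; passing the limit was not always enough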;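 also: 0% = DMSO wells with 35 nM protein and 100% = DMSO wells with 750 nM protein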
Target sequence (P20393 whole entry, looked up): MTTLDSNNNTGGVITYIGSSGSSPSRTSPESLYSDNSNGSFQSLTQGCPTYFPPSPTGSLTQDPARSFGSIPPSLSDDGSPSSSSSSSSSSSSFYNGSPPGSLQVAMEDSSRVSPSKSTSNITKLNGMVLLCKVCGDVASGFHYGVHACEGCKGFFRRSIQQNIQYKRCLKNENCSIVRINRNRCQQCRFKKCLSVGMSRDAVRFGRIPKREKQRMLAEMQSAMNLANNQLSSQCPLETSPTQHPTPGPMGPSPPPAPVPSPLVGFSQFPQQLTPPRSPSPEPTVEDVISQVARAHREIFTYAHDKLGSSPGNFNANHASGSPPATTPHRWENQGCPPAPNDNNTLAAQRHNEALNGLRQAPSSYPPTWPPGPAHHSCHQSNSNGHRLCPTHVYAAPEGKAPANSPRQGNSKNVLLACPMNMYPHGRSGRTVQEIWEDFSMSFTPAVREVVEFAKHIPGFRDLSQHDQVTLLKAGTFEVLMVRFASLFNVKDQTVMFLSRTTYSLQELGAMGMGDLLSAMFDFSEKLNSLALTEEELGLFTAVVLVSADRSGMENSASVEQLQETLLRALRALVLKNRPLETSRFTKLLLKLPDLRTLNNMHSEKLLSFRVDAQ
HGIII-sPLA2 inh: Blocks human group III sPLA2 activity | actives 0.56% (n = 370,000) | QFRET BODIPY PC-A2 liposome hydrolysis, fluorescence | inhibition, % at 12.2 µM | AID 743126;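 active = inhibition above mean plus 3 SD of compounds lying within the high and low control bounds, cut at about 19% in these data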;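 also: 0% = median of test compound wells and 100% = no enzyme DMSO wells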
Tn7 DDE FP: inhibitors of Tn7 peptide binding to human fibrin DD(E). P02675. FP displacement of FITC-Tn7 peptide from fibrin DD(E); 0% = median of compound wells per plate. inhibition, % at 8.3 µM. actives 0.13% (n = 370,000). AID 720508;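 active = inhibition above the mean of compounds falling within the control limits plus 3 SD of them, cut at about 14% in these data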;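 also: 0% = plate median of compound wells and 100% = 10 µM Aha-Tn7 peptide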
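Assay system: Human clot-derived fibrin DD(E) complex | Buffer or medium: Tris/NaCl/CaCl2 buffer, pH 7.8 | Repeats: One replicate per compound | Benchmarks: Aha-Tn7 high control | Measure: % inhibition scaled between sample-field median and high-control FP | Schedule: 10 min plus 3 h, room temperature | Signal: Fluorescence polarization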
Tn6 DDE FP: disrupts Tn6 cyclic peptide binding to fibrin D-Dimer-E complex; inhibition, % at 8.3 µM; P02675; Fibrin DD(E) TRITC-Tn6 fluorescence polarization displacement; actives 0.21% (n = 370,000);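 active = inhibition above a per-campaign cutoff: mean of compounds within control limits plus 3 SD, cut at about 15% in these data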;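 also: 0% = median of all compound wells on the plate and 100% = blocking peptide control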
* marks the source's active call; other numbers are inactive results; i = inactive. The order is random. Share with any hit: about 4.5%.

Structure,KLK7 zymogen act,PLC-gamma1 inh,UHRF1 binding,PLC-beta3 inh,ASAP1 GAP inh,ARFGAP1 inhibitor,NR1D1 modulator,HGIII-sPLA2 inh,Tn7 DDE FP,Tn6 DDE FP
O=C(O)c1ccc(/C=N/Nc2ncc(C(F)(F)F)cc2Cl)cc1,0.2,-1.0,-1.5,-8.2,-10.1,4.5,-4.3,-1.6,0.4,0.1
COc1ccc(Cl)cc1N1C(=O)CC(N2CCc3ccccc32)C1=O (stereo unspecified),0.0,3.0,-0.6,3.1,-7.6,3.6,2.1,-11.6,5.5,-2.8
O=C(Nc1ccc2cn[nH]c2c1)c1ccc(S(=O)(=O)N2CCOCC2)cc1,0.2,0.7,-0.3,-1.7,11.0,10.9,5.2,-3.3,-5.0,3.6
Cc1ccc(S(=O)(=O)NCC(=O)OCC(=O)N(Cc2ccccc2)C(C)(C)C)cc1,1.1,1.7,1.8,0.3,-2.0,-6.2,-7.5,-7.1,1.3,-7.8
CSc1ccccc1CNc1nc(NCC2CC2)nc2ccsc12,0.5,2.9,-1.9,1.9,3.5,5.8,10.2,-18.5,1.2,2.9
CC(Sc1ccccc1)C(=O)Nc1ccc(N2CCOCC2)cc1 (stereo unspecified),-0.3,1.4,4.4,-2.8,-0.6,-3.3,-2.6,2.4,1.5,-4.8
O=C(CSc1nnc(-c2ccco2)o1)Nc1c(F)cccc1F,0.6,3.2,0.2,2.3,9.1,16.2,0.6,-5.3,-2.5,-4.5
Cc1cc(N)ccc1NC(=O)CN1CCCC1,-0.7,3.1,1.3,-1.2,6.9,2.3,-4.7,5.8,-1.6,-1.0
CCN(CC)CCn1c(=S)[nH]c2cc(C(=O)N3CC(C)CC(C)C3)ccc2c1=O (stereo unspecified),0.8,-2.4,4.2,-11.6,7.4,5.3,-4.1,11.9,6.9,-4.1
CCN1CCCC1CN=Cc1c(O)n(-c2ccccc2)c(=O)c2ccccc12 (stereo unspecified),16.0*,-170.2,-1.1,-224.8,14.7,-0.4,-0.7,2.8,2.5,-2.3
CCOc1ccc(N2CCc3c(C)nc(SC)nc32)cc1,0.2,-10.1,-1.3,-7.4,-13.1,2.9,-3.0,3.0,5.8,0.6
OCCC1CN(Cc2ccc3nsnc3c2)CCN1C1CCCCC1 (stereo unspecified),-0.1,0.8,-4.0,0.2,11.1,-3.3,8.0,-1.2,4.5,-12.1
CCCCn1c(N)c(N(CC(C)C)C(=O)C2=COCCO2)c(=O)[nH]c1=O,-2.1,-0.3,9.5,-4.9,-4.2,9.8,7.9,-1.8,-4.4,0.9
COc1cc2c(C(=O)N3CCN(Cc4ccc5c(c4)OCO5)CC3)cn(C)c(=O)c2cc1OC,0.1,-1.8,2.8,-4.8,6.5,3.0,-4.9,5.9,-1.4,0.6
CCOc1ccc(C(c2nnnn2Cc2ccccc2)N2CCN(C(=O)c3ccco3)CC2)cc1 (stereo unspecified),0.0,1.8,-1.4,0.0,0.7,0.1,-4.5,-14.8,6.4,4.7
Cc1nc(NC(=O)CN2CCCCC2)sc1C(=O)N(C)C,-0.4,-1.5,-0.2,-5.0,-0.9,-12.2,3.3,-0.2,8.0,0.5
CCC12CSc3nc(Cl)ccc3N1C(=O)C(=O)N2C (stereo unspecified),0.9,-21.7,8.7,-23.6,0.2,5.7,-1.8,-43.9,-3.1,-9.3
Cc1ccc(CNC(=O)[C@H](C)NC(=O)C2CCN(C(=O)[C@@H]3CCCN3C(=O)OC(C)(C)C)CC2)cc1,0.5,2.2,1.2,4.4,1.2,15.1,1.1,-1.8,-0.7,4.8
O=C(CN1CCOCC1)Nc1ccc(NC(=O)CN2CCOCC2)c(Cl)c1,0.0,2.2,-2.5,-0.6,-4.5,4.1,2.6,6.1,-10.0,-2.1
CCCC(=O)Nc1c2c(nn1-c1ccc(F)cc1)CS(=O)(=O)C2,-0.1,2.2,0.5,1.4,-10.7,-2.9,-3.0,0.2,2.4,2.8
COc1cc(OC)cc(C(=O)NCC(=O)OCC(=O)Nc2ccc(C)c(S(=O)(=O)N3CCOCC3)c2)c1,-0.1,-0.3,-0.8,-7.0,-2.3,-2.6,0.0,1.5,0.2,0.7
Cc1ccc(NC(=O)C(C)Sc2nnc(C)n2C)cc1 (stereo unspecified),-0.8,-0.4,0.2,-5.6,-6.0,-3.1,-1.1,0.4,-3.2,15.5*
O=C(CSc1nc(-c2cccs2)cc(C(F)(F)F)n1)NCc1ccco1,0.5,-6.5,0.8,-6.0,-1.2,-2.5,-3.9,1.0,8.9,3.4
CCCCCCCCN1C(=O)[C@H](CC(=O)NCc2cccc(C(F)(F)F)c2)C[C@@]2(C(=O)OC)CCCCC=C12,-0.6,0.1,-0.3,2.5,-3.4,13.8,12.2,-3.3,1.0,-4.7
O=C(Nc1nccs1)C1CC=CCC1C(=O)OCC(F)(F)C(F)F (stereo unspecified),-0.3,-1.9,-1.5,-3.1,-4.5,10.1,0.6,5.5,8.5,-8.2
Cc1ccc(OC(=O)c2ccc(N3CCOCC3)c([N+](=O)[O-])c2)cc1,0.2,3.4,-2.8,4.9,1.5,10.8,-5.1,-1.3,3.3,-0.7
CCCCn1c(SCC(=O)Nc2nnc(C)s2)nc2c1c(=O)n(C)c(=O)n2C,0.2,-0.7,16.4,-4.8,6.9,-1.6,-2.0,5.1,-3.8,-1.6
COc1ccccc1Oc1c(C)oc2c(CN3CCN(CCO)CC3)c(O)ccc2c1=O,115.8*,i,1.2,i,0.6,0.0,-1.6,2.1,1.1,1.9
COc1cccc(/C=N/Nc2ccc(S(=O)(=O)O)cc2)c1O,-0.7,-10.2,-2.2,-11.1,0.8,-2.5,-2.2,-8.3,1.8,0.8
CC(C)C(c1nnnn1C1CCCCC1)N1CCN(c2ncccn2)CC1 (stereo unspecified),0.1,-0.5,-0.3,-0.1,4.6,19.6,-3.0,2.5,2.1,-0.5
O=C(c1ccc2nccnc2c1)N1CCN(c2cccc(C(F)(F)F)c2)CC1,-0.1,1.9,2.3,-7.2,3.8,3.0,-8.0,12.9,-3.6,-12.0
CC(C(=O)N1CCOCC1)N1C(=O)c2cccc3cccc(c23)C1=O (stereo unspecified),0.3,-4.4,-1.2,-3.8,-6.0,-5.5,1.6,-0.7,-0.5,5.8
O=C(O)c1ccc(Cn2cnc3cccnc32)cc1,0.5,-13.9,-4.5,-16.6,3.3,1.4,4.8,-3.4,3.5,2.8
O=C(Cc1ccc(NC(=O)C2CCN(C(=O)C3CCCC3)CC2)cc1)Nc1ccc(C(=O)N2CCOCC2)cc1,0.0,-0.3,-0.2,2.0,-2.9,7.2,-0.6,-2.3,-3.6,-0.7
CCOC(=O)CC(=O)N/N=C/c1c(N)n(C)c(=O)n(C)c1=O,0.1,-1.8,-1.5,4.6,5.6,4.1,4.1,-7.0,-0.1,-4.6
CC(C)C(=O)NS(=O)(=O)c1ccc(N)cc1,-0.4,3.2,0.3,3.7,-1.2,-11.3,3.1,0.2,-0.2,-1.6
C/C(=N\Nc1ccc(S(N)(=O)=O)cc1[N+](=O)[O-])c1ccc2c(c1)OCO2,-0.6,0.0,-2.8,2.4,0.5,6.2,-13.4,0.2,-1.4,-4.4
COc1c(C)cc(Br)cc1C(=O)NC(=S)NCc1ccco1,-0.3,-1.7,-1.6,-6.9,5.0,6.8,-4.2,-0.6,-5.2,1.2
O=C(NC1CCCC1)C(c1ccccc1F)N(C(=O)Cc1cccs1)c1ccc2c(c1)OCCO2 (stereo unspecified),0.9,-1.7,6.1,4.4,11.3,-10.3,-6.1,-1.6,-7.2,-0.4
Cc1cc(NC(=O)CCC(=O)N(Cc2ccco2)C2(C(=O)NC3CCCCC3)CCN(C)CC2)no1,0.0,5.0,-1.3,-0.6,1.6,-7.9,-5.1,-13.4,-3.4,-6.2
CN(C)S(=O)(=O)c1ccc(C(=O)NCc2nnc(SCC(=O)N3CCCCCC3)o2)cc1,-0.2,-0.8,0.9,-5.2,-16.3,7.4,0.8,4.1,1.0,-5.8
O=C(CCCC(=O)Nc1cccc(Br)c1)N/N=C/c1cc([N+](=O)[O-])ccc1O,0.2,-0.9,-0.7,-3.7,2.5,5.5,2.4,-17.2,0.9,9.7
COc1ccc(Br)c2oc(SC)cc(=O)c12,3.4,-61.9,-1.1,-93.2,-12.0,0.9,1.1,4.2,-11.1,5.5
C/C(=N\NC(=O)c1nc2ccccn2c1C)c1ccco1,0.2,0.8,1.9,-9.5,13.9,2.3,3.5,6.5,2.3,5.2
CC(=O)NC(=C(Cl)Cl)S(=O)(=O)c1ccccc1,-0.2,2.5,2.1,-0.2,18.9,-9.6,-1.6,3.4,-7.8,1.4
COc1ccc(-n2c(=O)c3ccccc3c3ccccc3c2=O)c(OC)c1,0.5,0.9,0.9,0.4,0.1,4.0,1.4,12.5,7.0,-3.5
CCCCn1nnnc1C(c1ccccc1)N1CCN(C(=O)c2ccco2)CC1 (stereo unspecified),0.4,1.6,-0.3,3.3,9.6,7.0,2.0,5.6,3.3,-2.7
CCC(=O)N1c2ccccc2[C@@H](N(C(C)=O)c2ccccc2)C[C@H]1C,0.0,0.8,-0.6,-2.2,-6.2,8.4,-3.4,5.3,-2.9,2.2
O=C1CN(C(=O)CSc2nncs2)c2ccccc2N1,0.2,-0.6,2.9,-7.0,7.8,-2.4,0.9,3.9,-3.5,2.5
CCOc1ccc(NS(=O)(=O)c2ccc(C(=O)NCCN3CCOCC3)cc2)cc1,0.1,-2.3,-0.5,-0.9,-0.6,1.1,-6.0,3.1,4.2,2.0
CSc1nsc(SC)c1NC(=O)Nc1ccccn1,-0.6,-1.6,0.0,0.5,-0.7,2.9,-1.2,1.7,-3.1,9.8

3 entries already listed, sorted by molecular weight, rising:
Structure,KLK7 zymogen act,PLC-gamma1 inh,UHRF1 binding,PLC-beta3 inh,ASAP1 GAP inh,ARFGAP1 inhibitor,NR1D1 modulator,HGIII-sPLA2 inh,Tn7 DDE FP,Tn6 DDE FP
C/C(=N\NC(=O)c1nc2ccccn2c1C)c1ccco1,0.2,0.8,1.9,-9.5,13.9,2.3,3.5,6.5,2.3,5.2
O=C(CCCC(=O)Nc1cccc(Br)c1)N/N=C/c1cc([N+](=O)[O-])ccc1O,0.2,-0.9,-0.7,-3.7,2.5,5.5,2.4,-17.2,0.9,9.7
CN(C)S(=O)(=O)c1ccc(C(=O)NCc2nnc(SCC(=O)N3CCCCCC3)o2)cc1,-0.2,-0.8,0.9,-5.2,-16.3,7.4,0.8,4.1,1.0,-5.8
